Compound activity from PubChem BioAssay.
esBAF inh: inhibitors of esBAF chromatin remodeling in mouse ES cells. AID 602393. Bmi1-luciferase knock-in reporter, 24 h; 100% = twice the neutral-well signal. 350,000 tested, 2% active. reporter increase, % at 12.5 µM; in the data active means activation above about 40%;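 further: 0% = median of the plate's neutral control wells and 100% = double that signal; a rise in the Bmi1 reporter signal indicates esBAF inhibition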
RAD54 inh: inhibitors of human RAD54 branch migration | inhibition, % at 10.4 µM | 360,000 tested, 0.14% active | RAD54 Holliday junction branch migration, FAM/BHQ fluorescence;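 active means mean normalized replicate activity at least 40 and at least half of replicates scoring 40 or more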;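 further: 0% = median of neutral control wells and 100% = median of positive control wells; inhibitors cause a drop in the FAM fluorescence signal; in these data hits start at about 50%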
Target sequence (Q92698 whole entry, looked up): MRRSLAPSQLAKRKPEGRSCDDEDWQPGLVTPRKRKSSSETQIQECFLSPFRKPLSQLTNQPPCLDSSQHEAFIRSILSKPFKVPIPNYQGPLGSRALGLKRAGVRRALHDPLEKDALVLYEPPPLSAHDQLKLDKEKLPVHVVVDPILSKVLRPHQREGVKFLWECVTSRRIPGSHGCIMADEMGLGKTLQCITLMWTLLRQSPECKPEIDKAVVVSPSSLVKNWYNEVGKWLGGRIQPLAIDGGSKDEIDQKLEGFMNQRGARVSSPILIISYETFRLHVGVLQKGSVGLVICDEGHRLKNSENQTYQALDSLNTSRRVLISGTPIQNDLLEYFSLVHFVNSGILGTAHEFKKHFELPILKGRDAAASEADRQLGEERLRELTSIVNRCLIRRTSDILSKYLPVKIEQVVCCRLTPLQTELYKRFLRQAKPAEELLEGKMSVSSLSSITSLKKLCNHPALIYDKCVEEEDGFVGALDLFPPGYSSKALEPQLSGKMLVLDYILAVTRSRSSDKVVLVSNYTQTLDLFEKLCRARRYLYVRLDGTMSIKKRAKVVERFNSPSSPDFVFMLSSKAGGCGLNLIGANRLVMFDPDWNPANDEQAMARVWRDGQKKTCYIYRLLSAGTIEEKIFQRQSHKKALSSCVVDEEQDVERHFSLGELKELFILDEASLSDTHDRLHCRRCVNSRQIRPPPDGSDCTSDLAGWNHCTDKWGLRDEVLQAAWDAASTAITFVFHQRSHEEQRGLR
Numbers without * were called inactive.

SMILES	esBAF inh	RAD54 inh
CCOC(=O)c1c(NC(=O)CSc2nnc(C)s2)sc2c1CCN(C)C2	-8.2	-1.3
Cc1ccc(OCc2nnc(SCc3ccc(C#N)cc3)n2-c2ccc(C)cc2)cc1	10.2	4.0
CCOC(=O)c1c(C)[nH]c(C)c1C(=O)COC(=O)c1ccc(S(=O)(=O)N(CC)CC)cc1	2.2	3.3
Cn1c(=O)c2[nH]c(CNCc3ccccc3Cl)nc2n(C)c1=O	-4.5	-6.4
COc1ccccc1N1CCN(c2nnc(-c3ccc(F)cc3)c3ccccc23)CC1	2.9	5.7
C=CCNC(=O)NC(=S)c1ccccc1	19.0	0.6
O=S1(=O)N=C(N2CCOCC2)c2ccccc21	-9.5	5.1
CCOC(=O)N1CCN(C(=O)CCN2C(=O)COc3ccc(C)cc32)CC1	-5.4	11.2
Cc1cc(C)cc(NC(=O)CC2NCCNC2=O)c1 (centres undefined)	0.4	-5.2
NC(=O)c1ccsc1NC(=O)C1CCCN1S(=O)(=O)c1ccc(Cl)cc1 (centres undefined)	-11.0	-6.5
COC(=O)c1cn[nH]c1NC(=S)Nc1ccc(Cl)c(Cl)c1	0.8	-2.9
Cc1cc(Cl)c(S(=O)(=O)N2CCCC2)cc1OCC(=O)NC1CCCCC1	3.4	4.5
O=C(c1ccc(N2CCCCC2)c([N+](=O)[O-])c1)N1CCOCC1	-1.2	4.4
CCCOc1cccc(C(=O)N(Cc2ccco2)C2CCS(=O)(=O)C2)c1 (centres undefined)	4.9	-5.4
CCOC(=O)c1ccc(NC(=O)NCCN2CCCCC2)cc1	12.4	-3.7
Brc1ccc(-c2nnc3n2CCCCC3)cc1	5.6	-9.5
CC(C)(C)NC(=O)Cn1c(SCC(=O)N2CCCCCC2)nc2ccccc21	-3.4	1.9
CCCc1nnc(NC(=O)C(C)N2C(=O)C3C4C=CC(C4)C3C2=O)s1 (centres undefined)	-6.3	1.6
CCCN(CCC)CCNS(=O)(=O)c1ccc2c(c1)oc(=O)n2C	-3.0	-4.1
CCC(Oc1ccc2c(c1)C(=O)CC(C)(C)O2)C(=O)NCCN1CCCCCC1 (centres undefined)	9.6	1.5
Cc1cc(-n2[nH]c(C)c(C)c2=O)nc(-c2ccccc2O)n1	8.0	6.0
CCOc1ccc(-n2cnnn2)cc1S(=O)(=O)NCc1ccccc1	-2.3	0.9
CC(=O)OC[C@H]1COc2ccc3ccccc3c2[C@H]1N(C)C(C)=O	-3.3	5.9
Cc1ccc(CCNC(=O)c2coc3nc4ccccc4nc23)cc1	0.1	-6.3
COc1ccc(-c2oc3ccccc3c(=O)c2OC(=O)c2ccc(C)cc2)cc1	-11.4	-6.6
Additional structures follow.
SMILES	esBAF inh	RAD54 inh
Cc1nn(Cc2cccc(F)c2)c(C)c1NC(=O)c1c([N+](=O)[O-])c(C)nn1C	-0.4	6.3
COc1ccc(S(=O)(=O)NCc2cccs2)cc1	3.9	-10.8
Cc1ccc(C(c2nnnn2CS(=O)(=O)c2ccc(C)cc2)N2CCN(c3ncccn3)CC2)cc1 (centres undefined)	5.0	2.3
O=C(CCC1CCCCC1)Nc1c2c(nn1-c1ccc(F)cc1)CS(=O)(=O)C2	-5.6	-11.7
CC(/C=N/Nc1nc(N2CCCCC2)nc(N2CCCCC2)n1)=C\c1ccccc1	-6.6	-1.6
CCN(CC)S(=O)(=O)N1CCC(C(=O)NCCN2CCOCC2)CC1	-1.0	-7.0
COC(=O)Nc1ccc(S(=O)(=O)N2CCCCCC2)cc1	-0.1	-3.8
Cc1cccc(NC(=O)COc2ccccc2C(=O)NC(C)c2ccccc2)c1 (centres undefined)	-1.0	-18.1
COc1ccc(NC(=S)NNC(=O)Cn2nc([N+](=O)[O-])cc2C)cc1	-9.9	8.0
Cc1cccc2c(=O)c(C(=O)NCCCN3CCOCC3)c[nH]c12	-1.5	8.8
COc1ccc(C2C(C(N)=O)=C(C)Nc3nc(-c4ccccc4OC)nn32)cc1OC (centres undefined)	-9.9	-11.6
COc1ccc(OC)c(NC(=O)CSc2ccccc2)c1	-7.0	-10.9
Cc1nc2ccccn2c1C(=O)/C=C/c1ccc(F)cc1	100.4*	-5.4
CC(C)[C@@H]1N[C@]2(C(=O)Nc3ccccc32)[C@@H]2C(=O)N(c3cccc(C(F)(F)F)c3)C(=O)[C@@H]21	-7.6	-20.2
COc1ccc(-c2cn(-c3ccc(C)cc3)c(=O)n2CC(=O)Nc2ccc(OC)cc2OC)cc1	18.6	-1.1
COc1ccc(C(C(=O)NC2CCCCC2)N(CC2CCCO2)C(=O)CNC(=O)c2ccco2)cc1 (centres undefined)	-0.8	7.9
Cc1ccc(S(=O)(=O)NCCc2ccncc2)cc1	16.6	-2.2
COCc1nnc(NC(=O)CCC2CCCCC2)s1	-1.7	-8.0
COc1ccc(S(=O)(=O)N(C)CC(=O)Nc2ccccc2OC)cc1	-4.2	5.6
COc1cccc(-c2ccc(C#N)c(OC(=O)c3ccc(Cl)cc3)n2)c1	-5.1	1.1
CNC(=O)c1ccc(OCc2ccccc2)c(OC)c1	19.2	5.6
CN1CC2=Cc3ccccc3OC23Oc2ccccc2C=C3C1	3.5	-8.1
CCOC(=O)N1CCN(C(=O)COc2ccc(S(=O)(=O)NCC(C)C)cc2C)CC1	-4.1	3.2
O=C(Nc1cccc(Br)c1)c1ccc2nc(N3C(=O)CCC3=O)sc2c1	14.7	-7.0
CSc1nnc(-c2ccccc2Cl)o1	20.9	-8.9

Entries above printed as active in esBAF inh.
| compound | esBAF inh |
| --- | --- |
| Cc1nc2ccccn2c1C(=O)/C=C/c1ccc(F)cc1 | 100.4* |

The listing picks up; the 4 compounds before the break are reprinted first.
SMILES	esBAF inh	RAD54 inh
CN1CC2=Cc3ccccc3OC23Oc2ccccc2C=C3C1	3.5	-8.1
CCOC(=O)N1CCN(C(=O)COc2ccc(S(=O)(=O)NCC(C)C)cc2C)CC1	-4.1	3.2
O=C(Nc1cccc(Br)c1)c1ccc2nc(N3C(=O)CCC3=O)sc2c1	14.7	-7.0
CSc1nnc(-c2ccccc2Cl)o1	20.9	-8.9
Cc1ccc(NC(=O)C(=O)NC2CCCCC2)cc1	23.7	-8.1
CCOC(=O)NC1(NCC(C)C)Oc2ccccc2O1	-5.3	-8.9
COc1ccc(C(=O)NC(=S)N2CCCCC2)cc1	12.2	-1.1
COc1ccc(/C=N/NC(=O)c2ccccc2)cc1CN1CCN(c2ccc(F)cc2)CC1	9.5	2.3
O=C(Nc1ccc(S(=O)(=O)NCc2cccnc2)cc1)c1ccco1	5.5	-2.3
O=C(Cc1ccc(Br)cc1)N1CCN(c2ccccc2O)CC1	50.1*	5.8
CC(=O)C1=C(C)NC(=O)NC1c1cc(Br)ccc1OCC#N (centres undefined)	-13.2	0.7
Cc1cc(-c2cccs2)nc(-n2cccc2)n1	17.4	3.6
Cc1cc(NC(=O)c2cccc(S(=O)(=O)N3CCCC3)c2)no1	-7.2	2.2
CC1(C)CC(=O)c2cnc(N)nc2C1	1.6	4.6
CC(=O)Nc1ccc(NC(=O)CSc2nnc(-c3ccccc3)n2Cc2ccc3c(c2)OCO3)cc1	-1.5	5.2
O=C(ONc1ccc(N=NC(=O)c2ccccc2O)cc1)c1ccccc1	16.8	6.6
CC(=O)c1cc(Cl)ccc1OC(=O)c1ccco1	4.0	1.4
CCOC(=O)C1CN(S(=O)(=O)c2ccccc2)C1	-2.6	-22.3
FC(F)(F)c1cccc(N2CCN(Cc3cccnc3)CC2)c1	-2.4	-7.4
COc1ccccc1NC(=O)C1=C(C)Nc2nc(CCCO)nn2C1c1ccc2c(c1)OCO2 (centres undefined)	2.4	6.0
CCOc1ccccc1C1C(C#N)=C(SCC(=O)OC)NC(=O)C1C(=O)OC (centres undefined)	-5.8	-0.7
Cc1cccc(-c2nnn(Cc3nnc(NC(=O)c4ccccc4)s3)n2)c1	-1.9	3.5
Cn1c(=O)c2cc(S(=O)(=O)N3CCOCC3)ccc2n(C)c1=O	-4.7	8.8
O=C1N/C(=N\N=C\c2cccnc2)SC1Cc1ccc(SC(F)F)cc1 (centres undefined)	-23.4	-2.3
COC(=O)c1ccc(OCC(=O)NC(C)(C)C)cc1	2.4	3.3
Oc1ccc(-c2[nH]ncc2-c2ccc(Cl)cc2)c(O)c1	-7.8	1.0
CC(C)c1nc2n[nH]c(N)c2c2c1CCCC2	-14.9	-13.9
N#CCOc1nc(N2CCOCC2)nc(N2CCOCC2)n1	-5.4	2.1
CC(=O)NCCc1ccc(S(=O)(=O)N2CCOCC2)cc1	-4.0	0.0
(next part)
SMILES	esBAF inh	RAD54 inh
CC1(C)CNC(=O)c2sc(N3CCCCC3)nc2C1	15.2	-5.1
CCCCOCCCNC(=O)Cc1cccs1	-2.3	-11.7
COc1ccc(OC)c(C2/C(=C(\O)c3ccc(OC)c(Cl)c3)C(=O)C(=O)N2CCN(C)C)c1 (centres undefined)	-6.3	-10.4
O=C(COc1ccc(-c2nnco2)cc1)N1CCN(S(=O)(=O)c2ccccc2)CC1	0.9	-2.5
Cc1cccc(C(=O)O/N=C/c2c(Cl)n(C)c3ccccc23)c1	-0.7	-5.5
O=C(O)CCCN=C1CCCc2ccccc2N1	-1.6	-0.2
N#CC(C(N)=O)=C1CCC2(CC1)OCCCCO2	-4.7	-6.9
COc1cccc(/C=N/n2c(=S)n(C)c3cc(C)c(C)cc32)c1OC	5.6	-7.7
Cc1cc(Nc2cccc(F)c2)nc(-c2ccccc2O)n1	1.5	2.9
CCCCCOc1ccc(C(=O)NC(CCC)C(=O)O)cc1 (centres undefined)	1.5	-5.7
O=C(Nc1ccccc1)N1CCN(c2cccc(C(F)(F)F)c2)CC1	1.1	10.6
c1ccc2c(CNn3cnnc3)cccc2c1	-4.6	-23.0
Cc1[nH]nc2ncc(C(=O)c3ccccc3O)cc12	-24.3	-6.1
O=C(COc1ccc(Cl)cc1)NCCCn1ccnc1	-14.1	3.2
Cc1csc(N(C(=O)c2ccc(S(=O)(=O)N(C)C)cc2)c2ccccc2)n1	-5.5	-10.4
O=c1[nH]c2ccc(S(=O)(=O)NCc3ccccn3)cc2s1	3.0	6.9
CCN1CCN(C(=O)Nc2cccc3ccccc23)CC1	-1.6	9.4
CCCC(=O)c1c[nH]c(C(=O)NCc2ccco2)c1	1.1	-4.8
CCOc1cc(-c2nc(-c3ccc(C)nc3OCC)no2)cc(OCC)c1OCC	-6.8	2.0
Cc1ccc(NC(=S)NNC(=S)NCc2ccccc2)cc1	12.2	-2.3
COCCN1C=C2C(=O)C(C)(OC(=O)CCC(=O)OC)C(=O)C=C2C=C1C1CC1 (centres undefined)	-4.8	-21.8
Cc1ccccc1-c1nc2ccccc2c(=O)n1/N=C/c1ccccc1[N+](=O)[O-]	23.2	3.0
C=CCn1c(SCC(=O)Nc2ccc3c(c2)OCO3)nnc1-c1ccccc1OC	6.2	-1.3
CCCc1nnc(SCC(=O)N2CCOCC2)n1Cc1ccco1	-3.2	-1.8
CCOC(=O)C(C)n1ncn2cccc2c1=O (centres undefined)	-2.1	6.5

Complete entries from above. Order of screens: esBAF inh, RAD54 inh
CCCc1nnc(SCC(=O)N2CCOCC2)n1Cc1ccco1 as listed: -3.2, -1.8
O=C(O)CCCN=C1CCCc2ccccc2N1 as listed: -1.6, -0.2

The list goes on:
SMILES	esBAF inh	RAD54 inh
O=C(CN1C(=O)CC(c2ccco2)Sc2ccccc21)NCC1CCCO1 (centres undefined)	6.0	3.2
CCOC(=O)NC(CC(=O)O)c1ccc(OC)cc1 (centres undefined)	-9.8	8.5
Cc1ccc(/C(N)=N/OC(=O)c2cc(-c3ccccc3)nc3ccccc23)cc1	6.3	-9.5
CCOC(=O)c1ccc2c(c1)N(CC(=O)N1CCCC1)C(=O)C(C)(C)O2	-4.4	3.6
Cc1[nH]nc2c1C(c1ccc(Cl)cc1)C(C#N)=C(N)O2 (centres undefined)	1.2	7.7
COCCNS(=O)(=O)c1ccc(-c2ccc(S(=O)(=O)NCCOC)cc2)cc1	5.2	-9.6
O=S1(=O)CCN2C(c3ccc4c(c3)CCCC4)=CSC2=N1	12.0	10.2
O=C(Oc1c(-c2ccccc2)oc2ccccc2c1=O)c1ccccc1	6.5	2.1
COC(=O)c1cc(Cl)c(N)cc1OC	5.4	4.5
O=C(NC1CCCCC1)c1ccc(CN2CCOCC2)cc1	21.6	-9.6
Cc1ccc(C(=O)OCC(=O)Nc2cc(F)ccc2F)cc1NC(=O)c1ccco1	-1.3	-5.9
CCc1ccccc1NC(=O)CN1CCC(NC(=O)COC)CC1	-7.0	-7.7
COc1ccc(N2CCN(C(=O)c3cc4c(-c5cccc(OC)c5)nn(C)c4s3)CC2)cc1	4.9	0.1
COc1ccc(CCNC(=O)CSc2nc3ccccc3o2)cc1OC	-0.7	8.3
O=c1c(F)cn(C2CCCO2)c(=O)n1Cc1c(Cl)cccc1Cl (centres undefined)	-2.3	-5.7
COc1cccc(NCc2cc3c(C(C)(C)C)nn(-c4ccccc4)c3[nH]c2=O)c1	1.5	5.7
O=C(CSc1nnc(-c2ccccc2)o1)N1CCc2ccccc2C1	-0.9	2.3
CCOC(=O)c1c(NC(=O)CSc2nnnn2C)sc(C)c1-c1ccc(C)cc1	-1.2	7.3
O=C(Nc1cccc(F)c1)NC1CCCCC1	26.2	0.3
CN(CCNC(=O)CCNC(=O)Cn1ccc2ccccc2c1=O)Cc1ccccc1	-6.1	-5.6
CC(=O)N=c1ncn(CC(COC(C)=O)OC(C)=O)c2nc[nH]c12 (centres undefined)	-3.6	-13.3
C=CCc1cccc2cc(C(=O)O)c(=O)oc12	-6.8	-2.9

A stretch taken from the entries so far:
SMILES	esBAF inh	RAD54 inh
O=C(CN1C(=O)CC(c2ccco2)Sc2ccccc21)NCC1CCCO1 (centres undefined)	6.0	3.2
CCOC(=O)NC(CC(=O)O)c1ccc(OC)cc1 (centres undefined)	-9.8	8.5
Cc1ccc(/C(N)=N/OC(=O)c2cc(-c3ccccc3)nc3ccccc23)cc1	6.3	-9.5
CCOC(=O)c1ccc2c(c1)N(CC(=O)N1CCCC1)C(=O)C(C)(C)O2	-4.4	3.6

The list is partial; the hit share may differ from the screen's.
